SENP7 block = SENP7 protease inhibition; 330,000 compounds, 1.5% hits; Q9BQF6; AID 434973; recombinant SENP7, Z-RLRGG-aminoluciferin luminescence, 40 min; inhibition, % at 5 µM;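 active means inhibition above about 50% at the single test dose, limit read from the data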;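 further: plate controls were DMSO with enzyme for no effect and no enzyme buffer wells for full effect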
Target sequence (Q9BQF6 706-1050 limits assumed): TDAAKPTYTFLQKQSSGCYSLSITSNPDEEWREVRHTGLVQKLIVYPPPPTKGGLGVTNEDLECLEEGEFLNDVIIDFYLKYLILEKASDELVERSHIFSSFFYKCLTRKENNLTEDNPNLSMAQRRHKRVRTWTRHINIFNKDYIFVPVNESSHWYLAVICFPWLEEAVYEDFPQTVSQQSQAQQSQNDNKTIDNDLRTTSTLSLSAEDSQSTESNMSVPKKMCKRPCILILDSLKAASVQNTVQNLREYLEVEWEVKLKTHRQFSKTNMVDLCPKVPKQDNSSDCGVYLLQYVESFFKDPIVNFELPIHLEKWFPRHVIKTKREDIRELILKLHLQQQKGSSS
ATG4B inh = inhibitors of human ATG4B cysteine protease | Q9Y4P1 | ATG4B cleavage of LC3-PLA2, NBD-HPC fluorescence, 1 h | inhibition, % at 8.33 µM | 340,000 compounds, 0.51% hits | AID 504462; in the data active means inhibition above about 40%
Target sequence (Q9Y4P1 whole entry, looked up): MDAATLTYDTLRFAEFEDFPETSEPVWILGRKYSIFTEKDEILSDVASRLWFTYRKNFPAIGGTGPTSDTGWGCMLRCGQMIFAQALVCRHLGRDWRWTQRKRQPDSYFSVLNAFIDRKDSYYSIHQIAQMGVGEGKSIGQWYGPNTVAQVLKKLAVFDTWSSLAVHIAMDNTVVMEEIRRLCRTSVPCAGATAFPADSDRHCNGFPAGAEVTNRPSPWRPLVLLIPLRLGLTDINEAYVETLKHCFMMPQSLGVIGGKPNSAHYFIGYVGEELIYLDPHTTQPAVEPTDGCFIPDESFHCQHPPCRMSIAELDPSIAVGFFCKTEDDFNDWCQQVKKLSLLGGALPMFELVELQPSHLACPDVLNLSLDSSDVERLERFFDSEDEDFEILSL
SENP8 block = inhibitors of human SENP8 protease; recombinant SENP8, Nedd8 substrate fluorescence; inhibition, % at 20 µM; 360,000 compounds, 0.64% hits; Q96LD8; in the data active means inhibition mostly above about 40%, no sharp cut-off; inactive means mostly below about 27%
Target sequence (Q96LD8 whole entry, looked up): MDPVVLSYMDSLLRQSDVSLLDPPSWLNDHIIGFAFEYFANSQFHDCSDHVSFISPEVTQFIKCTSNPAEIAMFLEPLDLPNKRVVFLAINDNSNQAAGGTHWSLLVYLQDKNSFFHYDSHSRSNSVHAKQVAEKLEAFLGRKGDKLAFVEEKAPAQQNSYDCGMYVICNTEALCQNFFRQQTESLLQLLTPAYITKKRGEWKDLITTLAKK
PfG6PD inh = PfG6PD (Plasmodium falciparum) enzyme inhibition; 350,000 compounds, 0.78% hits; inhibition, % at 20 µM; PfGluPho enzyme, NADPH resazurin-diaphorase fluorescence; AID 504690;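 active means inhibition reaching at least a set limit at 20 µM in the primary screen, cut at about 59% in these data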;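 further: 0% = DMSO wells with substrate and 100% = DMSO wells lacking glucose-6-phosphate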
GRIN3A LBD mod = modulates the human NR3A ligand-binding domain. NR3A LBD differential scanning fluorimetry, Tm shift; 0% = protein alone, 100% = glycine-bound protein. Tm shift relative to glycine control, % at 25 µM. 340,000 compounds, 2.5% hits;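 active means melting temperature shift of at least 10% of the positive control shift, at one fixed dose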
SENP6 block = SENP6 protease inhibition | Recombinant SENP6 catalytic domain, aminoluciferin luminescence | AID 2599 | Q9GZR1 | 330,000 compounds, 1.8% hits | inhibition, % at 10 µM;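 active means inhibition above about 50% at the single tested dose, limit read from the data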;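 further: plate controls were DMSO wells with enzyme for no effect and DMSO wells lacking enzyme for full effect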
HKDC1 inh = inhibitors of human hexokinase HKDC1 | 340,000 compounds, 0.16% hits | recombinant HKDC1, G6PDH/diaphorase resazurin coupled fluorescence | AID 493160 | inhibition, % at 20 µM;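 active means inhibition above about 35% when tested at 20 µM, limit read from the data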;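 further: plate controls were DMSO wells with enzyme for no effect and DMSO wells lacking enzyme for full effect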
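Assay system: recombinant HKDC1 hexokinase; detection: coupled resazurin fluorescence, excitation 525 nm, emission 613 nm; benchmarks: DMSO-plus-enzyme-mix negative control, buffer-substituted positive control; compound dosing: single 20 µM dose; schedule: 90 min at room temperature in dark; also added: glucose plus 1 mM ATP as hexokinase substrates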
MPTP block = permeability transition pore inhibition | isolated mouse mitochondria, Ca2+ swelling absorbance, 30 min | inhibition, % at 10 µM | 360,000 compounds, 1.4% hits | AID 602449;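 active means inhibition of 50% or more, scaled per plate between neutral and stimulator controls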;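 further: 0% = DMSO wells given calcium and 100% = 1 mM EGTA wells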
Numbers without * were called inactive; i = inactive; . = not tested or not shown.

SMILES,SENP7 block,ATG4B inh,SENP8 block,PfG6PD inh,GRIN3A LBD mod,SENP6 block,HKDC1 inh,MPTP block
Cc1csc(NC(=O)CCc2c(C)nc3cc(-c4ccc(Cl)cc4)nn3c2C)n1,-9,-5,-386,7,2,7,-5,1.1
CC(C)OCCCNC(=O)C1CCC(CNS(=O)(=O)c2cccc3nsnc23)CC1 (centres undefined),0,-5,16,-4,-2,2,-3,-1.0
CC[C@]1(C(=O)OC)[C@H]2C(=O)N(C)C(=O)[C@H]2[C@H]2CN=C(SC)N21,.,-5,11,-3,-2,.,-7,-0.8
CC(=O)Nc1sc2c(c1C#N)CCCC2,-6,-7,10,-10,0,4,-1,1.3
CCCc1cc(C(F)(F)F)c(C#N)c(=O)[nH]1,-5,-10,i,-7,-1,-6,9,-0.2
O=C(Nc1ccc2nc(-c3cccs3)[nH]c2c1)c1cccs1,6,-20,-424,19,26*,-3,6,-0.3
COc1cccc(/C=C2/CN(C)CC3=C2OC(N)=C(C#N)C3c2cccc(OC)c2)c1 (centres undefined),3,7,-114,7,-1,-4,3,3.6
CCOC(OCC)c1cn(Cc2ccc(C(=O)c3ccccc3)cc2)nn1,1,1,4,1,1,-10,-3,14
COCOc1ccc(/C=C2/Oc3cc(OCOC)cc(OCOC)c3C2=O)c(OCOC)c1,-7,-20,-233,22,-1,-13,-1,-1.1
COc1ccc(C(C(O)C(=O)c2c[nH]c3ccccc23)N2CCN(c3ccccc3)CC2)cc1 (centres undefined),.,-3,38,18,-1,.,-7,0.9
CC1(C)Oc2ccc(C(=O)N3CCOCC3)cc2N(CC(=O)Nc2ccccc2)C1=O,-5,-7,13,4,0,-21,-3,-0.7
O=C(c1ccco1)N1CCN(c2cccc(Cl)c2)CC1,17,-5,16,7,-1,-19,5,-0.3
CC12COC3(C(=O)Nc4ccc(Cl)cn4)CC1CCC32C (centres undefined),0,-1,19,-4,2,-5,-2,0.9
N#Cc1ccccc1OCC(=O)Nc1cccc(S(=O)(=O)N2CCCC2)c1,5,-63,0,3,-2,-4,-1,0.5
CC1CCN(C(=O)c2cc(S(=O)(=O)N3CCOCC3)ccc2N2CCCC2)CC1,-8,-3,-13,3,0,-8,-3,0.9
CC(C)(C)c1ccc(OCC(O)CS(=O)(=O)c2ccccn2)cc1 (centres undefined),0,4,15,-8,-2,-5,8,-2.1
O=C(c1cc2ccccc2o1)N1CCOCC1,0,1,0,-18,2,-14,-4,-1.1
Cc1ccc(C(=O)/C=C/c2ccccc2[N+](=O)[O-])cc1,-4,4,-3,15,-18,-13,16,-0.9
O=C(Cc1ccc(F)cc1)OCn1nnc2ccccc2c1=O,-2,31,8,-8,-3,1,2,0.2
COc1ccc(C(=O)N2CCN(Cc3ccccc3C)CC2)cc1OC,-1,-7,13,-3,0,-19,4,-0.8
NC(=O)C1CCN(C(=O)CSc2nc3c(c(-c4ccccc4)n2)CCCC3)CC1,2,-12,12,20,-3,0,-5,-2.8
Cc1ccc(-n2cc(CNCCc3ncc(C)[nH]3)c(-c3ccc(F)cc3)n2)cc1,9,17,11,4,-3,5,-1,91*
COc1cc(C)ccc1OCC(=O)Nc1ccc2c(c1)OCO2,-10,-57,13,18,-1,-18,0,-1.4
CN(C)C(=O)Nc1ccc(F)cc1F,3,-3,3,11,1,-11,-8,1.5
O=C(Nc1cc(=O)[nH]c2ncnn12)c1ccc(Cl)cc1Cl,1,-6,3,-17,0,32,-6,-0.4
C=CCn1c(SCn2nnc3ccccc3c2=O)nnc1-c1ccc(Br)cc1,1,-8,6,1,7,-34,-3,1.0
CCCCC(c1nnnn1CS(=O)(=O)c1ccc(C)cc1)N1CCN(c2ccccc2)CC1 (centres undefined),4,-4,26,18,5,1,-3,8.1
COc1ccc(OC)c(N=Nc2c(O)c3ccccc3[nH]c2=O)c1,.,0,21,23,-1,.,12,5.9
CCc1cc(C(=O)O)c(NC(=O)c2cc(OC)c(OC)c(OC)c2)s1,-5,7,-222,11,0,8,11,-1.1
COc1ccc(CCNC(=O)CN2C(=O)NC3(CCCCC3)C2=O)cc1,-8,2,0,4,0,-2,-6,-1.0
Cc1cc(C)c(S(=O)(=O)NCC(c2ccc3c(c2)OCO3)N2CCOCC2)c(C)c1 (centres undefined),-1,-7,10,2,-2,-3,-1,-1.3
Cn1c(Cc2ccccc2)nnc1SCC(=O)c1ccc(Br)s1,12,-10,16,32,0,-1,-5,3.5

Ordered by value in ATG4B inh (rising): three of the compounds above.
Structure	SENP7 block	ATG4B inh	PfG6PD inh	GRIN3A LBD mod	SENP6 block	HKDC1 inh	MPTP block
CC(=O)Nc1sc2c(c1C#N)CCCC2	-6	-7	-10	0	4	-1	1.3
CC1CCN(C(=O)c2cc(S(=O)(=O)N3CCOCC3)ccc2N2CCCC2)CC1	-8	-3	3	0	-8	-3	0.9
COc1cccc(/C=C2/CN(C)CC3=C2OC(N)=C(C#N)C3c2cccc(OC)c2)c1 (centres undefined)	3	7	7	-1	-4	3	3.6

Other compounds follow:
SMILES,SENP7 block,ATG4B inh,SENP8 block,PfG6PD inh,GRIN3A LBD mod,SENP6 block,HKDC1 inh,MPTP block
C=CCOc1ccc(C(=O)/C=C2/C(=O)Nc3ccccc32)cc1,-4,2,16,20,0,-19,13,0.1
CCOc1ccc(NC(=O)CCN2C(=S)NC(C)(C)CC2C)cc1 (centres undefined),5,3,0,0,-1,21,-5,-1.9
O=C(c1cccc(Cl)c1)N1CCN(Cc2ccccc2F)CC1,3,5,21,-17,0,18,-4,-5.3
CC(C)N=C1NN=C(c2ccc(Cl)c(Cl)c2)CS1,10,7,-117,36,1,-2,-18,1.3
CCCCOC(=O)C(C)Sc1n[nH]c(=O)[nH]c1=O (centres undefined),12,-14,17,8,0,-8,-5,0.9
Cc1ccc(-c2csc(N(C)C(=O)c3c(C)nn(-c4ccccc4)c3Cl)n2)cc1,-10,-2,21,-5,-2,-7,3,1.4
COc1ccc(/C=N/NC(=O)c2ccc(CSc3nc(C)cc(C)n3)cc2)c(OC)c1OC,6,-8,-74,27,-1,-6,-5,0.4
Cc1ccc(C(=O)/C=C/Nc2ccc3c(c2)OCO3)cc1,60*,0,-30,17,17*,38,-4,0.9

Copied from the list.
For GRIN3A LBD mod, `C=CCOc1ccc(C(=O)/C=C2/C(=O)Nc3ccccc32)cc1` has the entry 0
For SENP8 block, `CCCCOC(=O)C(C)Sc1n[nH]c(=O)[nH]c1=O` (centres undefined) has the entry 17
For PfG6PD inh, `CC(C)N=C1NN=C(c2ccc(Cl)c(Cl)c2)CS1` has the entry 36

Later entries.
SMILES,SENP7 block,ATG4B inh,SENP8 block,PfG6PD inh,GRIN3A LBD mod,SENP6 block,HKDC1 inh,MPTP block
CN(C(=O)COC(=O)c1cccc(S(=O)(=O)N(C)c2ccccc2)c1)C1CCCCC1,4,3,15,3,-1,11,2,-0.3
CCOCCCn1c(=N)c(C(N)=S)cc2c(=O)n3cccc(C)c3nc21,-4,-8,-284,64*,-4,7,2,3.5
CCOC(=O)c1ccc(NC(=O)c2c(Cl)cc(C)nc2C)cc1,5,8,10,-2,-1,-15,-5,0.8
CCC(=O)NCCc1cc2ccc(C)c(C)c2[nH]c1=O,2,2,-52,-14,2,-2,4,-1.4
Fc1ccc(COc2ccc(-c3nnco3)cc2)c(Cl)c1,-7,5,14,-8,1,14,0,-1.5
C[C@H]1COC(=O)[C@H](NC(=O)OCC2c3ccccc3-c3ccccc32)C/C=C\C[C@H](CC(=O)N(CCO)Cc2ccccc2)C(=O)N1,-2,0,1,20,-3,-4,-11,-0.5
N=c1c2c3c(sc2ncn1CCCN1CCOCC1)CCCCC3,6,7,17,14,-1,3,-10,-1.2
CC(NC(=O)Cc1cccs1)C(c1cccs1)N1CCOCC1 (centres undefined),-5,1,2,24,1,3,-4,-0.5
CCCCC(=O)Nc1c(-c2ccc(OC)c(OC)c2)c(=O)c2ccccc2n1C,10,0,-52,0,-1,-8,4,-1.0
CCCCNC(=O)c1ccc(-n2c(=S)[nH]c3ccccc3c2=O)cc1,-2,-1,3,8,-2,-13,-4,-0.6
COc1ccccc1N(C(=O)c1ccco1)C(C(=O)NC1CCCCC1)c1cc(OC)c(OC)c(OC)c1 (centres undefined),-3,-19,3,0,-3,-8,-3,-0.7
O=C(Cc1ccccc1)N[C@H](c1ccccc1)P(=O)(O)CO,3,-8,11,-29,-1,-4,-4,-9.4
N#CC1=C(N)Oc2cc(O)ccc2C1c1cccnc1 (centres undefined),6,-3,-19,8,-1,-5,-9,0.3
OCCNCCCCOc1ccc(OCc2ccccc2)cc1,9,4,22,-2,4,11,-5,0.7
COc1ccc(CNCc2ccc3ccccc3c2)c(OC)c1,-5,0,11,2,-1,2,-2,20
CN1CCN(CCn2c(=S)[nH]c3ccccc3c2=O)CC1,0,-6,6,-1,-2,-9,2,-0.8
COc1ccc(-c2nnc(NC(=O)c3ccc(S(=O)(=O)N4CCc5ccccc5C4)cc3)o2)cc1,-2,12,28,-65,6,22,5,-6.4
CC1CN(C(NC(=O)c2ccccc2)C(Cl)(Cl)Cl)CC(C)O1 (centres undefined),.,-5,-10,-7,-1,.,3,-0.2
C[C@@H](NC(=O)c1nc[nH]c1C(=O)N[C@@H](Cc1ccccc1)C(=O)OCc1ccccc1)c1ccccc1,-1,-1,19,22,-15,-3,-2,-2.3
COc1ccc(NC(=O)CCS(=O)(=O)c2ccc3c(c2)oc(=O)n3C)cc1,-3,6,5,-11,-3,4,-9,-1.1
O=c1[nH]c2ccccc2c2ccc(Cl)cc12,.,-3,-119,15,-2,.,-1,-1.1
COCCn1c(C)cc2c(c1=O)C(c1ccco1)C(C#N)=C(N)O2 (centres undefined),-8,-7,-354,5,0,-9,-5,-1.4
CC1Cc2ccccc2N1C(=O)CN1CCC(n2nnc3cc(C(F)(F)F)ccc32)CC1 (centres undefined),7,6,14,8,-2,-8,-3,6.4
O=C(NCc1ccccc1F)c1ccc2c(c1)OCO2,-6,7,4,-14,-2,-4,-4,-2.8
CN(NC1OC(=O)c2ccccc21)c1ncc(Cl)cc1C(F)(F)F (centres undefined),6,3,-11,-4,2,-10,-4,1.5
CC(C)(CO)Nc1ccc([N+](=O)[O-])cc1[N+](=O)[O-],0,-2,36,-4,1,-11,-6,-9.7
COc1ccc(CN2CCCC(C(=O)N(C)Cc3ccccc3)C2)cc1OC (centres undefined),13,-3,15,-14,9,-17,1,-0.1
CC12CN3CC(=O)N4CC5(C)CN(CC(C)(C4)C5=O)C(=O)CN(C1)CC(C)(C3)C2=O,-2,0,34,8,0,-8,-6,-0.1

This is a random part of the collection. About 6.9% of those tested had a hit in this group.
